High-throughput results (PubChem BioAssay)
UPR CHOP act: apoptotic UPR (CHOP) activation. CHO-CHOP luciferase reporter, luminescence; percent of tunicamycin response over DMSO baseline. activation, % at 10 µM. hit rate 0.34% among 330,000. AID 449763;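 active means at 10 µM dose, activation of 40% or more, normalized to positive control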;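 further: 100% = tunicamycin at 10 µg/mL and 0% = DMSO alone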
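System: CHO CHOP reporter cells. Amount: 500 cells per well. Buffer or medium: F12 medium, 10% FBS. Compound dosing: one dose, 10 µM in 0.5% DMSO. Incubation: 6 h compound exposure at 37 °C after overnight seeding. Technique: Steady-Glo luciferase luminescence. Benchmarks: tunicamycin and DMSO controls.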
APJ antag: APJ receptor antagonism. P35414. CHO-K1 APJ beta-arrestin complementation, luminescence. inhibition, % at 20 µM. hit rate 0.32% among 330,000. AID 2521;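 active means inhibition above about 40% at 20 µM, limit read from the data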;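 further: cells challenged with 10 nM apelin-13 agonist together with compound; plate controls were apelin-13 plus DMSO wells for no effect and DMSO wells lacking apelin-13 for full effect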
Target sequence (P35414 whole entry, looked up): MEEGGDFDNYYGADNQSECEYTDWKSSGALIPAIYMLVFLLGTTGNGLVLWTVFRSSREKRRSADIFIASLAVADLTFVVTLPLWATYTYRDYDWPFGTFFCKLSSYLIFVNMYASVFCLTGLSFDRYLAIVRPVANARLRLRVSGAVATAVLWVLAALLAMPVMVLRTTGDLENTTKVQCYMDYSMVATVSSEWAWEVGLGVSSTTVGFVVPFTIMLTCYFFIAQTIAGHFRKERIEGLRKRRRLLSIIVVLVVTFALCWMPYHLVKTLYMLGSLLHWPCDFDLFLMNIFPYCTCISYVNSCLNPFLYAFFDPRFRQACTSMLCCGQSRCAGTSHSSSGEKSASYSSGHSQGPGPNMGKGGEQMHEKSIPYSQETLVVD
CCR6 antag: blocks CCL20-driven beta-arrestin recruitment at human CCR6 | P51684 | CHO-K1 CCR6 PathHunter beta-arrestin, luminescence, CCL20-stimulated | hit rate 0.49% among 340,000 | inhibition, % at 20 µM;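 active means compounds whose inhibition of the agonist-driven luminescence signal at 20 µM reaches about 50%, limit read from the data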;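 further: cells stimulated with CCL20 at 14 nM final; plate controls were DMSO with CCL20 for no effect and DMSO without agonist for full effect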
Target sequence (P51684 whole entry, looked up): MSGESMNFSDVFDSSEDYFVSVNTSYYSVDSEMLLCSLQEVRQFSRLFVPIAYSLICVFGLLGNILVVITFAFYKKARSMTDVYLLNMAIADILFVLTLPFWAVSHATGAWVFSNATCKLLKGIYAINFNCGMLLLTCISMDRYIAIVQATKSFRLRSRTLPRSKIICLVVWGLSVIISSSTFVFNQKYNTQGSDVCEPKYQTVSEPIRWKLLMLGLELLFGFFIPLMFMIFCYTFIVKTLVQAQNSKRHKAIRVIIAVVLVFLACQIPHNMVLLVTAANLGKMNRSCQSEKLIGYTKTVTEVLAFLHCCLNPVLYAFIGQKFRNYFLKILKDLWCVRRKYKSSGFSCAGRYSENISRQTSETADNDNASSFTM
CXCR6 block: inhibitors of human CXCR6 receptor. O00574. CHO-K1 PathHunter CXCR6 beta-arrestin, luminescence. inhibition, % at 20 µM. hit rate 0.36% among 360,000; in the data active means inhibition above about 34%, passing the limit was not always enough;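 further: antagonist mode with CXCL16 agonist at 10 nM final; 0% = 10 nM CXCL16 with DMSO and 100% = unstimulated wells without agonist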
Target sequence (O00574 whole entry, looked up): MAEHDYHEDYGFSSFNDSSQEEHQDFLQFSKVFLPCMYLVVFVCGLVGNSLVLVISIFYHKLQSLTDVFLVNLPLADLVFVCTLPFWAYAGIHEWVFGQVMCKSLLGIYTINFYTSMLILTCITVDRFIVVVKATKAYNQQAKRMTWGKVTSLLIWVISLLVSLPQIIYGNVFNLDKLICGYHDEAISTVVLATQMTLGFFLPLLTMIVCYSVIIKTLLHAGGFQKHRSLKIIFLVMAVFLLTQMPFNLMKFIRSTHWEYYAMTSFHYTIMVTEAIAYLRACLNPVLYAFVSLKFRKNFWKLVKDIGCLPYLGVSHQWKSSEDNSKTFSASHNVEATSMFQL
EBI2 block: EBI2 (human) antagonism; inhibition, % at 5 µM; P32249; AID 651636; hit rate 0.81% among 360,000; EBI2 beta-arrestin recruitment, luminescence, 7a,25-OHC stimulated; in the data active means inhibition above about 38%;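 further: enzyme fragment complementation signal reports receptor beta-arrestin coupling in cells; 0% = agonist plus DMSO wells and 100% = wells without agonist; some results beyond the cut were filed as inactive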
UPR XBP1 act: activators of adaptive arm of unfolded protein response (XBP1) | CHO-XBP1 luciferase reporter, IRE1-XBP1 UPR activation, luminescence; percent of tunicamycin response, DMSO as zero | activation, % at 20 µM | hit rate 0.33% among 330,000 | AID 463104;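 active means versus positive control, 20 µM dose yields 30% or more activation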;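 further: 100% = tunicamycin at 10 µg/mL and 0% = DMSO only wells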
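assay system = CHO-XBP1 luciferase reporter cells | amount = 1000 cells/well | buffer or medium = F12 plus 10% FBS | compound dosing = single point, 20 µM final compound, 1% DMSO | incubation = 16-18 h cell attachment at 37 °C, then 6 h compound exposure | detection = Steady-Glo luminescence read | controls = tunicamycin 10 µg/mL and vehicle-only wells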
Mdm2-MdmX inh: disrupts the human Mdm2-MdmX interaction; O15151+Q00987; SaOS-2 split-luciferase Mdm2/MdmX complementation, luminescence; inhibition, % at 8 µM; hit rate 3% among 330,000; AID 485346;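 active means inhibition of at least 50% at 8 µM in the primary screen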
tim23-1 inh: growth inhibitors of tim23-1 mutant yeast | inhibition, % at 20 µM | S. cerevisiae tim23-1 growth, BacTiter-Glo luminescence, 24 h | hit rate 1.3% among 330,000 | AID 463212;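 active means growth inhibition of the mutant yeast at or above 50%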;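 further: temperature-sensitive mutant grown at 25 °C; plate controls were DMSO-treated mutant yeast for no effect and medium wells lacking yeast for full effect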
APJ ag: activates the human apelin receptor APJ. hit rate 0.11% among 330,000. AID 2520. CHO-K1 APJ PathHunter beta-arrestin, luminescence; 0% DMSO wells, 100% apelin. P35414. activation, % at 20 µM;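 active means activation more than six SD over the plate average, tested at 20 µM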;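 further: 0% = DMSO alone and 100% = apelin-13 at 10 nM; some results filed as inactive read as strong as hits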
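Assay system: CHO-K1 APJ beta-arrestin complementation cell line / Compound: single test compound dose, 20 µM final, 1% DMSO / Times: overnight seeding, 90 min compound at 25 °C, 1 h detection / Technique: beta-gal luminescence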
* = called active by the depositor; · = no result given.

Codes: A = UPR CHOP act; B = APJ antag; C = CCR6 antag; D = CXCR6 block; E = EBI2 block; F = UPR XBP1 act; G = Mdm2-MdmX inh; H = tim23-1 inh; I = APJ ag
COc1ccc(C2CC(c3ccc4ccccc4c3)=NN2C(=O)CN2C(=O)CCC2=O)cc1 (stereo unspecified)
  A: 0.4	B: 7	C: -5	D: 8	E: -3	F: 1	G: 26	H: 9	I: -1

Cc1ccc(NC(=O)COc2ccccc2)c(NC(=O)c2ccco2)c1
  A: -0.5	B: 6	C: 16	D: -6	E: 2	F: -7	G: 44	H: 22	I: -4

COC(=O)CC/C(O)=C1\C(=O)CC(C)(C)CC1=NCCc1nc2ccccc2[nH]1
  A: -0.1	B: -8	C: -2	D: 9	E: 3	F: -1	G: 8	H: -1	I: 1

CCn1cc(CN2CCCC(CO)(Cc3cccc(Cl)c3)C2)cn1 (stereo unspecified)
  A: 0.9	B: -4	C: 1	D: 3	E: 5	F: -5	G: 3	H: -48	I: 0

CCc1cccc(C)c1NC(=O)CN1C(=O)c2ccccc2S1(=O)=O
  A: 1.1	B: 0	C: -1	D: -9	E: -3	F: -3	G: -19	H: -1	I: -2

COc1ccc(C)cc1NC(=O)c1ccc(S(=O)(=O)N2CCOCC2)cc1
  A: -0.9	B: 2	C: -9	D: -1	E: -5	F: 2	G: 24	H: 23	I: -4

COc1ccc(/C=C/C(=O)Nc2c(C(=O)O)[nH]c3ccccc23)cc1OC
  A: 0.8	B: 18	C: 12	D: 6	E: 5	F: -3	G: 6	H: 10	I: -7

CCCC(C)c1nnc(NC(=O)CCS(=O)(=O)Cc2ccccc2)s1 (stereo unspecified)
  A: -0.1	B: 19	C: -7	D: 2	E: -8	F: 19	G: 26	H: -3	I: -1

COC(=O)CCC(=O)OC1(C)C(=O)C=C2C=C(C3CC3)N(CCN3CCOCC3)C=C2C1=O (stereo unspecified)
  A: -1.1	B: -18	C: -17	D: -15	E: -17	F: 4	G: -6	H: 14	I: 10

COc1ccccc1C(=O)N/C(=C\c1cn(S(=O)(=O)N(C)C)c2ccccc12)C(=O)N1CCOCC1
  A: 0.8	B: 17	C: 11	D: 4	E: 0	F: -1	G: 28	H: -11	I: 3

COc1cccc(C2c3[nH]c4ccccc4c3CCN2CCCn2cccn2)c1 (stereo unspecified)
  A: -1.5	B: -5	C: 16	D: 2	E: 10	F: 0	G: 2	H: -10	I: -2

Cc1ccc(-c2n[nH]c(=S)n2-c2ccccc2)cc1
  A: -3.0	B: 19	C: 14	D: -6	E: 0	F: 2	G: -24	H: -30	I: -1

COc1ccc(CCC(=O)Nc2ccc(S(=O)(=O)Nc3nccc(C)n3)cc2)cc1
  A: 1.1	B: 11	C: 7	D: 0	E: -6	F: -3	G: 9	H: 12	I: 1

COc1cc(-c2noc(C)c2C(=O)NCC[C@@H]2CCCN2C)cc(OC)c1OC
  A: -0.6	B: 6	C: -7	D: 7	E: -5	F: 1	G: 10	H: 7	I: -1

O=C(Oc1c(Cl)cc(Cl)c2ccccc12)N1CCCC1
  A: -2.8	B: -4	C: 6	D: 2	E: 9	F: -3	G: 2	H: 18	I: -3

C=CCOC(=O)C1=C[C@H](C2CCCCC2)C[C@H](OCc2ccc(CO)cc2)O1
  A: 1.6	B: 1	C: 6	D: 4	E: -12	F: 0	G: -9	H: 20	I: -6

COc1ccc(Cl)cc1NC(=O)NCc1ccccn1
  A: 0.1	B: -14	C: 3	D: -4	E: -11	F: -5	G: -11	H: 12	I: 2

N=c1c(C(=O)NCC2CCCO2)cc2c(=O)n3ccccc3nc2n1C1CCCCC1 (stereo unspecified)
  A: -1.1	B: 19	C: 8	D: 5	E: -2	F: -3	G: 15	H: 13	I: 0

CCCS(=O)(=O)N1CCC(C(=O)N2CCc3ccccc3C2)CC1
  A: -0.8	B: 1	C: 3	D: 4	E: 6	F: -1	G: 11	H: 8	I: -2

O=C(CN1CCN(S(=O)(=O)c2ccc(F)cc2)CC1)Nc1ccnn1C1CCCC1
  A: 0.2	B: -11	C: 6	D: -5	E: 5	F: -3	G: 0	H: 9	I: 4

Next part (3 carried over from the part before).
Codes: A = UPR CHOP act; B = APJ antag; C = CCR6 antag; D = CXCR6 block; E = EBI2 block; F = UPR XBP1 act; G = Mdm2-MdmX inh; H = tim23-1 inh; I = APJ ag
N=c1c(C(=O)NCC2CCCO2)cc2c(=O)n3ccccc3nc2n1C1CCCCC1 (stereo unspecified)
  A: -1.1	B: 19	C: 8	D: 5	E: -2	F: -3	G: 15	H: 13	I: 0

CCCS(=O)(=O)N1CCC(C(=O)N2CCc3ccccc3C2)CC1
  A: -0.8	B: 1	C: 3	D: 4	E: 6	F: -1	G: 11	H: 8	I: -2

O=C(CN1CCN(S(=O)(=O)c2ccc(F)cc2)CC1)Nc1ccnn1C1CCCC1
  A: 0.2	B: -11	C: 6	D: -5	E: 5	F: -3	G: 0	H: 9	I: 4

COC(=O)C(NC(C)=O)(Nc1nc2ccc(S(C)(=O)=O)cc2s1)C(F)(F)F (stereo unspecified)
  A: 0.2	B: -7	C: 16	D: 3	E: -12	F: -1	G: -23	H: 19	I: -1

O=C(N/N=C/c1c(Nc2cccc(C(F)(F)F)c2)nc2ccccn2c1=O)c1ccccc1[N+](=O)[O-]
  A: 4.6	B: -12	C: 1	D: 7	E: 18	F: -1	G: 11	H: 4	I: -1

C=CCN1C(=O)c2ccc(C(=O)N(C)CC(=O)Nc3c(C)cccc3C)cc2C1=O
  A: -1.3	B: -17	C: -1	D: -11	E: -7	F: -1	G: 4	H: -5	I: 9

Cc1cc(Sc2ccc([N+](=O)[O-])cn2)ccc1Br
  A: 2.4	B: 4	C: 12	D: -14	E: 8	F: 4	G: 21	H: -3	I: -3

CC(C)CNC(=O)/C=C/c1cccs1
  A: 4.9	B: -18	C: 11	D: 8	E: -6	F: 3	G: 24	H: 25	I: -1

Nc1ncnc(Nc2cccc(Cl)c2Cl)n1
  A: 1.1	B: 6	C: 6	D: -8	E: -2	F: 1	G: 2	H: -2	I: -1

FC(F)(F)c1cc(-c2ccco2)nc2ncnn12
  A: -0.2	B: 0	C: -18	D: -7	E: -2	F: -1	G: -6	H: 3	I: -3

CCOC(=O)c1c(-c2cccs2)csc1NC(C)=O
  A: 0.5	B: 8	C: -4	D: 1	E: 4	F: -3	G: 6	H: 20	I: -5

Oc1ccc(/C=N/n2c(C3CCCCC3)n[nH]c2=S)c(O)c1
  A: -2.0	B: 9	C: 4	D: -10	E: 9	F: 4	G: 22	H: 24	I: -3

CC1(C)CC(C2N3CC4(C)CN2CC(C)(C3)C4=O)CCO1 (stereo unspecified)
  A: 1.2	B: 5	C: 6	D: -8	E: -3	F: -1	G: 1	H: 21	I: -5

O=C(Nc1ccc2c(c1)OCCO2)c1cnccn1
  A: -3.7	B: 8	C: -8	D: 0	E: 6	F: -7	G: -7	H: 9	I: -5

NC1=C([N+](=O)[O-])C(c2ccccc2)C2=C(CCCC2=O)O1 (stereo unspecified)
  A: -0.4	B: -4	C: 10	D: -1	E: -1	F: 1	G: 12	H: 3	I: -2

Fc1ccc(C(c2nnnn2Cc2cccs2)N2CCN(C3CCCCC3)CC2)cc1 (stereo unspecified)
  A: -0.4	B: 16	C: 12	D: 4	E: 5	F: 1	G: 14	H: 10	I: -5

O=C1c2ccccc2C(Nc2ccc(F)c(Cl)c2)N1c1ccccn1 (stereo unspecified)
  A: -0.8	B: 16	C: 3	D: 12	E: 20	F: 4	G: 16	H: 10	I: -2

NNC(=O)c1oc2nc(-c3ccccc3)cc(-c3ccccc3)c2c1N
  A: 1.2	B: 13	C: 14	D: 3	E: 19	F: 0	G: 21	H: 59*	I: -3

COc1ccccc1-c1cn(C(C)(C)C)nc1C
  A: 1.5	B: 7	C: -1	D: -2	E: -2	F: 0	G: -21	H: 19	I: -2

CCC(C)(C)C1CCC2(CC1)NC(=O)N(CC(=O)N1CCN(C(=O)c3ccco3)CC1)C2=O (stereo unspecified)
  A: 0.5	B: -4	C: 5	D: -1	E: 5	F: -2	G: -22	H: 10	I: -1

CCCCN(C(=O)CSc1nnc(-c2ccco2)o1)c1c(N)n(Cc2ccccc2)c(=O)[nH]c1=O
  A: -0.1	B: -16	C: 2	D: -5	E: -6	F: -1	G: -10	H: 12	I: -5

COc1cc(OC)c(/C=N/NC(=O)c2ccc(Cn3nc([N+](=O)[O-])cc3C)cc2)c(OC)c1
  A: -0.3	B: 8	C: -1	D: ·	E: ·	F: -1	G: 32	H: -11	I: 2

CC(C)(C)OC(=O)C[C@@H]1C/C=C\C[C@H](CC(=O)N[C@H](CO)Cc2ccccc2)C(=O)N[C@@H](Cc2ccccc2)COC1=O
  A: 3.0	B: -1	C: -2	D: 7	E: 0	F: -1	G: 2	H: 0	I: -1

CCOC(=O)c1nn(-c2ccc(C)cc2)cc1O
  A: 1.9	B: -2	C: -3	D: 0	E: 0	F: 4	G: -50	H: -15	I: -3

CSc1ccc(S(=O)(=O)NC(C)c2ccccc2)cc1 (stereo unspecified)
  A: 2.1	B: 6	C: -6	D: -7	E: 3	F: -2	G: -2	H: 14	I: -1

O=C1NCCCC1C(=O)N/N=C/c1cccc([N+](=O)[O-])c1 (stereo unspecified)
  A: -1.0	B: 2	C: 9	D: -2	E: 10	F: -2	G: 36	H: 18	I: -4

COc1ccc(C(CNC(=O)c2oc3ccc(F)cc3c2C)N2CCCCC2)cc1 (stereo unspecified)
  A: 2.2	B: 22	C: 15	D: 0	E: 12	F: -6	G: 10	H: 2	I: -3

CC(=O)Nc1ccc(-c2cc(-c3ccc(NC(C)=O)cc3)nc(-c3ccccc3)n2)cc1
  A: 2.7	B: 3	C: 0	D: -2	E: -1	F: 46*	G: 58*	H: 25	I: 7

CCCC/C(O)=C1\C(=O)CC(C)(C)CC1=NCCCCCC(=O)O
  A: -1.6	B: 8	C: 6	D: -5	E: 2	F: -3	G: -2	H: -5	I: -2

c1ccc(SCc2cc(-c3ccccc3)no2)cc1
  A: 4.3	B: 18	C: 8	D: 3	E: 10	F: -1	G: -123	H: -4	I: -5

Cc1cc2cc(CNC(=O)c3ccc4c(c3)OCO4)ccc2[nH]1
  A: 1.6	B: -9	C: 2	D: -4	E: 0	F: -4	G: -5	H: 1	I: 1

Cc1ccc(-n2c(CSc3nc(C)cc(C)n3)nnc2SCC(=O)N2CCCC2)cc1
  A: -1.5	B: 8	C: -6	D: 6	E: -9	F: -2	G: -10	H: 0	I: -1

Cc1ccc(NC(=O)C2CCN(c3nc(C)cc(C)n3)CC2)cc1
  A: -1.9	B: 21	C: 18	D: -16	E: -8	F: -6	G: 4	H: -2	I: -3

COc1ccc2c(c1)CCCN2C(N)=Nc1ccc(Cl)cc1
  A: -0.8	B: 7	C: 3	D: 5	E: -14	F: -5	G: 6	H: -1	I: -2

Cc1nc(NC(=O)c2ccccc2)sc1-c1csc(Nc2cccc(F)c2)n1
  A: 4.3	B: 7	C: ·	D: ·	E: ·	F: 4	G: -8	H: 16	I: -5

CC(C)NC(=O)c1ccc2c(c1)nnn2C
  A: 2.5	B: 12	C: 5	D: 1	E: 0	F: 1	G: -9	H: 4	I: -1

This is a subset; count on the stated rates, not on these rows.
